Source: PubChem BioAssay
PriA SSB inh: blocks PriA binding to SSB C-terminal tail | AlphaScreen SSBct-PriA binding, biotinylated peptide | inhibition, % at 33 µM | 430,000 tested, 0.6% active | AID 1272365; in the data active = inhibition mostly above about 37%, no sharp cut-off; inactive = mostly below about 20%;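 note: plate controls were negative control peptide for no effect and reference peptide for full effect; strong numbers were not always called active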
Active calls of the source: *; + = active, no number; & = joins results of further samples; ! = a repeat was not active. Only part of the results is shown. The share of hits here may be higher or lower than overall.

SMILES	PriA SSB inh
Cc1nnsc1C(=O)N(CCn1cccn1)c1nc2c(C(F)(F)F)cccc2s1	-9
COc1ccc(/C=C/C(=O)Nc2nc(C)c(C(C)=O)s2)cc1OC	-10
CSc1ccc(C=NNC(=O)C[n+]2ccccc2)cc1	6
O=C(CCc1cccc(Cl)c1)Nc1ccc(CC(=O)N2CCOCC2)cc1	-5
[O-]C(=C(C(=S)Nc1ccccc1F)[n+]1ccccc1)c1ccc(OC(F)F)cc1	-1
Cn1nnc2c(=O)n(CC(=O)Nc3ccccc3F)cnc21	-17
O=C(CS(=O)(=O)Cc1ccccc1)Nc1nc2c(F)cccc2s1	-4
CN(C)c1cccc(C(=O)N2CCC(CSCc3ccco3)CC2)c1	29*
CCN(CC)CCN1C(=O)C(=O)C(=C(O)c2ccncc2)C1c1ccccc1F (configuration not stated)	0
CC(=NN1CCN(c2ccccc2)CC1)c1cccc([N+](=O)[O-])c1	-6
CCc1nc2c(sc3cccc(F)c32)c(=O)n1CC(=O)NCc1ccc(C)cc1	5
O=C(COc1ccc(Cl)cc1Cl)N1CCN(Cc2nc(-c3ccco3)cs2)CC1	35*!
C=CCn1c(SCC(=O)c2cc(C)n(CCOC)c2C)nc2scc(-c3ccc(C)cc3)c2c1=O	-5
COC(=O)c1c(N)sc2c1CCC(C(C)(C)C)C2 (configuration not stated)	5
O=C(CCc1ccccc1Br)NC[C@H](O)c1ccc2c(c1)CCO2	-15
O=C(Cc1ccc(F)cc1)Nc1nnc(SCC(=O)N2CCCC2)s1	-9
CCOc1ccc(-c2noc(C3CCN(S(=O)(=O)c4cccs4)CC3)n2)cc1OC	-3
O=C(NCc1ccc2c(c1)OCO2)c1csc(Nc2ccccc2)n1	+
O=S(=O)(CCOc1ccccc1)N1CCC(c2ccsc2)CC1	-33
COc1ccccc1-c1cc(C(=O)NCc2sc(-c3ccccc3Cl)nc2C)[nH]n1	-12
COCCN1CCC(CNC(=O)c2c(F)cccc2Cl)CC1	-1
Cn1c(SCC(=O)Nc2ccc(Br)cc2)nc2c([nH]c3ccccc32)c1=O	-16
CSc1ccccc1C(=O)NCc1cc(-c2ccco2)on1	-12
Cc1c(C(=O)N(C)c2ccccc2)nnn1-c1ccc(Br)cc1	-8
Cc1cc2ncc3c(n2n1)CCN(C(=O)c1ccc2nsnc2c1)C3	-10
O=C(Cn1cnc(-c2ccccc2)cc1=O)Nc1nc2ccccc2s1	-5
O=C(NCC1CCN(C(=O)COc2ccccc2)CC1)C1c2ccccc2Oc2ccccc21	-3
Cc1ccc(C(CNS(=O)(=O)c2ccc(Cl)cc2)N2CCOCC2)cc1 (configuration not stated)	21
O=C(c1ccco1)N1CCN(C(=O)C2CCN(c3ccc(-c4ccccc4)nn3)CC2)CC1	-6
CN1C(=O)C(C)(C)COc2ccc(NC(=O)CCC3CCCC3)cc21	20
Cn1c(=O)n(Cc2cccc(F)c2)c(=O)c2c(N3CCN(C(=O)c4ccco4)CC3)ccnc21	17
COc1cccc(-c2ccc(=O)n(CCCC(=O)NC3CCCCCC3)n2)c1	8
Cn1c(C2CCN(S(C)(=O)=O)CC2)nn(CC(=O)NCc2ccc(F)cc2)c1=O	-14
COc1cccc2cc(C(=O)Nc3cccnc3)oc12	-33
O=C(NCC(O)Cn1ccccc1=O)c1c(F)cccc1Cl (configuration not stated)	-1
Cc1ccc(S(=O)(=O)N=C2C=C(Nc3ccc(O)cc3)C(=O)c3ccccc32)cc1	64*
Cc1onc(-c2c(Cl)cccc2Cl)c1C(=O)ON=C(C#N)c1c(Cl)cccc1Cl	0
O=C(Nc1nc(C(=O)Nc2cccc3nsnc23)co1)c1ccccc1	-9
Cc1csc2nc(-c3ccc(NC(=O)c4ccc(Br)cc4)cc3)cn12	5
CCC(C)(C)OCC(O)CN1CC(C)CC(C)C1 (configuration not stated)	-1
Cc1cccc(NC(=O)CC(NCC2CCCO2)C(=O)O)c1C (configuration not stated)	-15
O=C1c2ccccc2C(=O)c2cc(Cl)c(Cl)cc21	-7
CC(=O)Nc1ccn2nccc2c1	-5
O=S1(=O)CCC(c2ccccc2)C1 (configuration not stated)	-4
O=C(NN=Cc1cccs1)c1cc(C2CC2)nc2ccccc12	-1
COc1ccc(N2CCCS2(=O)=O)cc1NC(=O)Cc1cccc2ccccc12	8
CCOC(=O)c1ccc(NC(=O)CSc2nccn2-c2ccc(OC)cc2OC)cc1	-29
O=C(CNC(=O)OCc1ccccc1)NCc1cccnc1-c1ccsc1	3
CO[C@@](C)(CNS(=O)(=O)c1cc2c3c(c1)CCN3C(=O)CC2)c1ccccc1F	5
Cc1n[nH]c(C)c1S(=O)(=O)Nc1cccc(-c2ccc(=O)n(C)n2)c1	-1
COCCN(Cc1ccoc1)C(=O)C1CCN(S(C)(=O)=O)CC1	-6
COc1ccc2nc(-n3nc(C)cc3NC(=O)c3ccno3)sc2c1	-7
NC(=O)Cn1c(Cc2ccccc2Cl)nc2ccccc21	-1
C/C(=N\N1CCN(c2ccccn2)CC1)c1ccc([N+](=O)[O-])cc1	-2
CN1C(=O)C(=O)C(=C(O)c2ccc(Br)cc2)C1c1ccc(F)cc1 (configuration not stated)	-12
Cc1ccc2c(c1)Cc1c(nc(-c3ccccc3)nc1SCC(=O)Nc1cccc(C(=O)O)c1)O2	-13
CCn1nnc2c(=O)n(CC(=O)NCc3ccco3)cnc21	-2
O=C(NCC1CCN(c2ccncc2)CC1)Nc1cccs1	-6
COc1ccc(S(=O)(=O)N2CCN(c3ccccn3)CC2)cc1N(C)S(=O)(=O)c1ccccc1	-21
O=C(O)Cc1ccc(N2C(=O)/C(=C\c3cccs3)SC2=S)cc1	-8

Later entries.
SMILES	PriA SSB inh
O=C(O)c1cccc2c(C=NNc3ccccn3)c[nH]c12	5
CCOP(=O)(OCC)C(=NOC(=O)c1ccccc1C)C(N)=O	-1
Cc1ccc(S(=O)(=O)N(CC(=O)NN=Cc2cccc(Cl)c2)c2cccc3cccnc23)cc1	-2
NC(=NOC(=O)Cc1ccc(Cl)cc1)c1ccncc1	-13
C=CCn1c(CCCN2C(=O)c3cccc4cccc(c34)C2=O)nnc1SCC(=O)NCc1cccnc1	-17
COc1ccc(-c2cc(-c3ccccc3)nc(SCC(=O)NCC3CCCO3)c2C#N)cc1 (configuration not stated)	2
C=CCNC(=O)C(=O)Nc1ccc(C)c(Cl)c1	-1
Cc1ccccc1-n1c(CC2CCN(C(=O)c3ccc(Cl)s3)CC2)n[nH]c1=O	-5
CCOC(=O)N1CCN(S(=O)(=O)c2ccc(C(=O)Nc3ccc(Br)cc3C(=O)c3ccccc3Cl)cc2)CC1	-14
O=C(NCC1CCN(c2ccncc2)CC1)C1c2ccccc2Oc2ccccc21	-7
CCOC(=O)c1ccc(N=C2C(=S)N(c3ccc(C(=O)OCC)cc3)C(=N)N2N=Cc2ccccc2)cc1	12
O=C(CSc1cc(NCc2ccc(Cl)cc2)ncn1)Nc1ccccc1C(F)(F)F	-25
Cc1cc(=O)[nH]c(NN=Cc2ccccc2C(F)(F)F)n1	-15
Cc1nn(-c2ccccc2)c(Cl)c1C=NNC(=O)c1cncc(Br)c1	-4
Cc1ccc(C)c(C(=O)CSc2cccc3cccnc23)c1	108*
CC(=NNS(=O)(=O)c1ccc(C(C)C)cc1)c1ccncc1	-9
Cc1noc(C)c1CC(=O)NCC1(Sc2ccccc2)CCOCC1	-3
O=C(NCc1cccs1)N1CCCSCC1CN1CCCC1 (configuration not stated)	14
COc1ccc(CCNC(=O)NCc2nn(C3CCCC3)c3c2CCCC3)cc1	-9
CCc1cccc(Nc2c(C(=O)N3CCOCC3)cnc3ccccc23)c1	-1
O=C(NN=Cc1cnc(N2CCCCC2)s1)c1ccc(C(F)(F)F)cc1	-23
O=C(CCSc1ccc(F)cc1)Nc1nnc(-c2ccccc2Cl)o1	-5
O=C(CN1CC(c2nc(-c3cccc(Cl)c3)no2)C1)Nc1cccc(F)c1	-9
O=C(NCCNc1ccc(Nc2ccncc2)nn1)c1c(F)cccc1F	-11
O=C(COc1ccc(Cl)cc1)NCC(c1ccsc1)N1CCCCCC1 (configuration not stated)	-10
Cc1nnc(CNC(=O)c2cc3n(n2)CCCO3)o1	-5
Cc1ccc(N2CCCS2(=O)=O)cc1NC(=O)C(=O)Nc1ccc(C(N)=O)cc1	-6&-4
CCOC(=O)c1ccc(OCC2c3cc(OC)c(OC)cc3CCN2C(=O)c2ccco2)cc1 (configuration not stated)	9
O=C(COC(=O)c1cc(=O)[nH]c2ccccc12)c1ccc(Cl)cc1	-19
Cc1ccccc1C(=O)NCCn1ncc2c(=O)n(Cc3ccc(Cl)cc3)cnc21	-22
O=S(=O)(c1ccc2c(c1)CCO2)N1CCN(c2cc(C(F)(F)F)ncn2)CC1	1
O=C(CSc1nnc(NC(=O)NC2CCCCC2)s1)Nc1cccc([N+](=O)[O-])c1	-42
CCCS(=O)(=O)c1nc2ccccc2n1Cc1cccc([N+](=O)[O-])c1	22
CC1CCN(CC(O)Cn2c3c(c4cccc(Cl)c42)CCCC3)CC1 (configuration not stated)	8
O=C(Nc1nc2c(s1)CN(C(=O)Nc1ccccc1C(F)(F)F)CC2)c1ccoc1	-1
COC(=O)c1ccc(Cn2c(-c3nnc(C(C)C)o3)cc3ccccc32)cc1	-13
CCN1C(=O)c2cc(NC(=O)c3ccccc3F)ccc2Oc2ccccc21	1
CSc1ccccc1NC(=O)C(=O)NCCc1ccc(Cl)cc1	-14&-6
CC(O)(CNC(=O)c1ccc(Cl)s1)Cc1ccco1 (configuration not stated)	8
Cc1cc(C=C2Sc3ccccc3N2C)cc(C)[n+]1C[C@@H]1CCCO1	5
CCOc1ccc(-c2ccc(=O)n(Cc3nc(-c4ccc(F)cc4)no3)n2)cc1	-6
O=C(c1ccc2ncsc2c1)N(CCc1cccs1)Cc1ccco1	8
Cc1nc(C)c(CCNC(=O)c2ccc(C)c([N+](=O)[O-])c2)s1	-12
Cc1cccc(OCC(=O)NN=Cc2ccc3c(c2)OCO3)c1	-8
CCC(C)Sc1nnc(NC(=O)CCCl)s1 (configuration not stated)	-11
Cc1ccc(CCC(=O)Nc2ccc(NC(=O)CCc3ccc(C)o3)cc2)o1	-6&28
COc1cc(Cl)c(C)cc1-n1ccn(Cc2c(F)cccc2Cl)c(=O)c1=O	-19
Oc1ccccc1C=Nn1c(-c2ccccc2)n[nH]c1=S	6
CCC(=NNC(=O)c1ccccc1Cl)c1ccc(Br)s1	5
O=C(c1ccco1)N(Cc1cccnc1)c1nc2ccc(Br)cc2s1	0
CC(=O)c1ccc(NC(=O)Cn2cnc3c(c2=O)CN(Cc2ccccc2)CC3)cc1	0
O=C(Nc1nc(-c2ccccn2)cs1)C1COCC(=O)N1Cc1ccccc1 (configuration not stated)	-9
COc1ccc(CCNC(=O)C2OC3OC(C)(C)OC3C3OC(C)(C)OC23)cc1 (configuration not stated)	-12
Cc1cccc(Cn2cnc3c(cnn3CCNC(=O)c3ccccc3Cl)c2=O)c1	8
CCC(C)N=C1CC(C)(C)CC(=O)C1=C(O)Cc1ccccc1 (configuration not stated)	0
CCOc1ccc(C2CC(c3ccccc3NS(C)(=O)=O)=NN2C(=O)C(C)C)cc1 (configuration not stated)	8
COc1ccc(CCNC(=O)N2CC[C@H](Oc3nccnc3OC)C2)cc1	3
CC1(C)CC(NC(=O)c2ccccc2C(=O)O)CC(C)(C)N1	-5
O=C1c2ccccc2C(=O)N1CCCCN(C(=O)/C=C/c1cccc([N+](=O)[O-])c1)c1ccc(Cl)cc1	-3
COc1ccc(OC(C)C(=O)NCCOc2ccc3nnc(-c4ccccc4)n3n2)cc1 (configuration not stated)	-5

Given as labelled records: four of the compounds above
CC(=O)c1ccc(NC(=O)Cn2cnc3c(c2=O)CN(Cc2ccccc2)CC3)cc1
  PriA SSB inh: 0
O=C(Nc1nc(-c2ccccn2)cs1)C1COCC(=O)N1Cc1ccccc1 (configuration not stated)
  PriA SSB inh: -9
COc1ccc(CCNC(=O)C2OC3OC(C)(C)OC3C3OC(C)(C)OC23)cc1 (configuration not stated)
  PriA SSB inh: -12
Cc1cccc(Cn2cnc3c(cnn3CCNC(=O)c3ccccc3Cl)c2=O)c1
  PriA SSB inh: 8

Next compounds:
SMILES	PriA SSB inh
Cc1ccc(C)c(N2C(=O)N(CC(=O)c3ccc(F)cc3)c3ccccc3S2(=O)=O)c1	12
COc1ccc(S(=O)(=O)NCc2ccc(C(=O)c3cccs3)s2)c(C)c1	-4
Cc1cc(CNC(=O)COc2ccc(-n3cccn3)nn2)nc(N(C)C)n1	-5
O=C(Nc1nc2c(Br)cccc2s1)c1cccc(N2C(=O)CCC2=O)c1	-8
COc1ccc(CNC(=O)CCn2cnc3c([nH]c4ccccc43)c2=O)cc1OC	-8
Cc1nc(N)[nH]c(=O)c1CCC(=O)O	-15
CSc1ccc(CNC(=O)c2n[nH]nc2-c2ccccc2)cc1	-12
COc1ccccc1C(=O)NCC(=O)NN=Cc1ccc([N+](=O)[O-])cc1	3
O=S(=O)(Cc1ccccc1)Nc1ccn2nccc2c1	2
O=C(NN=Cc1cc(Br)c(O)c(Br)c1)c1cccnc1	2
COc1ccc(CCNC(=O)CSc2ncnc3sc(-c4ccccc4)cc23)cc1OC	-19

Part of the list above, with each value named:
O=C(Nc1nc2c(Br)cccc2s1)c1cccc(N2C(=O)CCC2=O)c1
  PriA SSB inh: -8
COc1ccc(S(=O)(=O)NCc2ccc(C(=O)c3cccs3)s2)c(C)c1
  PriA SSB inh: -4
COc1ccc(CCNC(=O)CSc2ncnc3sc(-c4ccccc4)cc23)cc1OC
  PriA SSB inh: -19
Cc1ccc(C)c(N2C(=O)N(CC(=O)c3ccc(F)cc3)c3ccccc3S2(=O)=O)c1
  PriA SSB inh: 12

Reprinted at random: three records from the list.
SMILES	PriA SSB inh
O=C(NN=Cc1cc(Br)c(O)c(Br)c1)c1cccnc1	2
COc1ccc(CNC(=O)CCn2cnc3c([nH]c4ccccc43)c2=O)cc1OC	-8
O=C(Nc1nc2c(Br)cccc2s1)c1cccc(N2C(=O)CCC2=O)c1	-8
